L major viab – inhibitors of Leishmania major promastigote growth; 9% of 200,000 active; inhibition, % at 10 µM; Leishmania major promastigotes, resazurin fluorescence viability;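 note: promastigotes grown with compound for 44 hours at 28 °C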
PMI act – activators of human phosphomannose isomerase. P34949. purified human PMI, coupled resazurin fluorescence, 20 min; active compounds read high; 1 = vehicle control, 0 substrate-free wells. activation factor at 20 µM. 0.005% of 190,000 active;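 active = activation factor of 2 or more at 20 µM, relative to plate controls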
Diaph inh CS – diaphorase inhibition or chemical oxidation counter-screen; diaphorase resazurin-to-resorufin fluorescence, NADH, 16 min; bacterial (C. kluyveri) enzyme, not human; inhibition, % at 20 µM; 0.69% of 190,000 active; AID 1217;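 active = primary screen inhibition at 20 µM above a set limit, cut at about 50% in these data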;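 note: plate controls were DMSO with full reaction for no effect and wells lacking NADH for full effect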
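Assay system: diaphorase enzyme from Clostridium kluyveri; Input: enzyme working solution with 0.14 U/mL diaphorase; Timing: 16 min at room temperature; Technique: resorufin fluorescence, excitation 544 nm, emission 590 nm; Benchmarks: positive control minus NADH, DMSO neutral control.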
TLR4-MyD88 BLA – inhibitors of human TLR4-MyD88 binding | O00206+Q99836 | HeLa CL3-4 TLR4/MyD88 BLA complementation, FRET ratio | inhibition, % at 8.4 µM | 0.18% of 200,000 active; in the data active = inhibition above about 25%;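 note: 0% = vehicle and 100% = reference inhibitor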
Target sequence (O00206 whole entry, looked up): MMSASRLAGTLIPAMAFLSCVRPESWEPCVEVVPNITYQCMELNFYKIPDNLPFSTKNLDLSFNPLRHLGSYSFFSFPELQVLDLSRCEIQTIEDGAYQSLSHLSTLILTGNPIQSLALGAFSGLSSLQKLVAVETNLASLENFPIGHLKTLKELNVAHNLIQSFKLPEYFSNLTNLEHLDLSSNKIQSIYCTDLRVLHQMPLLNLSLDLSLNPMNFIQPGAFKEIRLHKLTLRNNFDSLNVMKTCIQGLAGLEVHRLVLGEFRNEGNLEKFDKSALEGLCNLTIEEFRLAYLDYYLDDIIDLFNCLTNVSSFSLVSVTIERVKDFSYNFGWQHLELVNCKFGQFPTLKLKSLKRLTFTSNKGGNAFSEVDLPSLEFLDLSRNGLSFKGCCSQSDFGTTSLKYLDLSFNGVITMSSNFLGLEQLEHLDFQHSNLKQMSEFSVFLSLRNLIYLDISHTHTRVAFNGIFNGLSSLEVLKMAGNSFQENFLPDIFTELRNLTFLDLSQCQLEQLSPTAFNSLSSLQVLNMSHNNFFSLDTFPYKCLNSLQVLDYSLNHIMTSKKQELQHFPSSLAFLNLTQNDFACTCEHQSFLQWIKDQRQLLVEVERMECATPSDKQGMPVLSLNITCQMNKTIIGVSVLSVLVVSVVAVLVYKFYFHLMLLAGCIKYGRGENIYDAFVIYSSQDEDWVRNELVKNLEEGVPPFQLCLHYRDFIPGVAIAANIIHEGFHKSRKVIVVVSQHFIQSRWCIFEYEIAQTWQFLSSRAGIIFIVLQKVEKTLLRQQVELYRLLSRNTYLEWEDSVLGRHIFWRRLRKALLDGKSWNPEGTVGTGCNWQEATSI
Target sequence (Q99836 whole entry, looked up): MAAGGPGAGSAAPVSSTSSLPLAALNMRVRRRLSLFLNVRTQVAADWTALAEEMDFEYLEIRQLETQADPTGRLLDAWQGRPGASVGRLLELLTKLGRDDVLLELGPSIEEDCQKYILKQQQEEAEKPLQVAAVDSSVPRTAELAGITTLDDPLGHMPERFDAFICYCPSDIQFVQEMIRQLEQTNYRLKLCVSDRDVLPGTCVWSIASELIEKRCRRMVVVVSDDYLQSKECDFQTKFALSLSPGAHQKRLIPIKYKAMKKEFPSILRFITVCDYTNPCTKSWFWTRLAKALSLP
PMI act hi M6P – activators of human phosphomannose isomerase at near-saturating mannose 6-phosphate. P34949. coupled PMI enzyme assay, resazurin fluorescence, 20 min; active compounds read high; 1 = untreated enzyme, 0 = substrate-free blank. activation factor at 20 µM. 0.34% of 190,000 active;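 active = activation factor of 2 or more at 20 µM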
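Material: human phosphomannose isomerase with PGI, G6PDH, diaphorase coupling enzymes. Quantity: 15 ng/mL PMI. Medium: HEPES pH 7.4 buffer with MgCl2 and Tween-20. Reagent: Near-saturating mannose-6-phosphate, 1.0 mM. Compound: 20 µM single dose. Times: enzyme reaction with compound 20 min at room temperature. Detection: resorufin fluorescence at Ex 544/Em 590 nm.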
Redox H2O2 prof – compounds producing H2O2 with reducing agent – biochemical, NIH compound library profiling, artefact control for MLSCN library redox annotation, primary screen. 0.03% of 200,000 active. activation, % at 10 µM. AID 878. DTT-dependent redox cycling H2O2, phenol red/HRP absorbance; 100% = 100 µM peroxide control, 0% = buffer;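 active = activation of at least 50% relative to the plate's high and low controls in the primary single-dose screen; inactive = activation below 50%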;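 note: compound incubated with DTT at 0.8 mM final as the reducing agent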
Hsp70 activator – transcriptional activators of Hsp70 | AID 1203 | HeLa Hsp70 promoter luciferase reporter, luminescence; scaled: vehicle 0, proteasome-inhibitor control 100% | activation, % at 10 µM | 0.04% of 200,000 active;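 active = activation above the mean across all tested compounds plus 3 SD, cutoff set per campaign, cut at about 5.5% in these data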;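 note: 100% = MG132 at 30 µM as the positive control and 0% = DMSO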
G6PDH CS – inhibits Leuconostoc G6PDH, flagging false hits in G6PDH-based assays | Purified L. mesenteroides G6PDH, diaphorase/resazurin coupled fluorescence, 45 min | inhibition, % at 5 µM | 0.12% of 200,000 active
Diaphorase act – activates diaphorase or chemically reduces, flagging diaphorase assay artifacts; Diaphorase/resazurin coupled assay, resorufin fluorescence, 16 min; active compounds read high; 1 = vehicle wells, 0 = NADH-free wells; activation factor at 20 µM; AID 1229; 0.005% of 190,000 active;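 active = diaphorase activity raised at least twofold by the compound at 20 µM; inactive = activation factor below 2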
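Test system: Clostridium kluyveri diaphorase, purified enzyme; input: enzyme 0.07 U/mL final; buffer or medium: 50 mM HEPES pH 7.4 with 4.542 mM MgCl2, 0.005% Tween 20; also added: 0.114 mM NADH and 0.1 mM resazurin, final amounts; schedule: 16 min enzyme reaction, ambient temperature; technique: fluorescence of resorufin, 544 nm excitation, 590 nm emission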
S1P3 antag – blocks the human S1P3 receptor. Q99500. AID 485. inhibition, % at 4.98 µM. 0.27% of 170,000 active. CHO S1P3 NFAT-BLA reporter, FRET fluorescence, antagonist mode;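 active = inhibition above the plate cutoff, the mean inhibition of test wells on that plate plus 3 SD, cut at about 28% in these data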;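 note: cells challenged with S1P at its EC80 of 0.8 µM; blue over green emission ratio from cleaved BLA substrate after 4 h stimulation; 0% = S1P-stimulated wells and 100% = unstimulated DMSO-only wells; some compounds past the cut are filed as inactive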
RAM inhibit – yeast RAM network inhibition. S. cerevisiae dse1pr::URA3 reporter, 5-FOA growth OD615, 2 d; analog-sensitive cbk1-as2 kinase mutant strain. inhibition, % at 50 µM. 1.8% of 190,000 active. AID 868;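 active = inhibition above a set limit, 3 SD over mean compound inhibition, cut at about 8.4% in these data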;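 note: 0% = DMSO-only wells with no growth and 100% = 10 µM 1-NA-PP1 full growth; inhibition rescues growth on 5-FOA so higher OD means more RAM inhibition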
Active calls of the source: *; · = not tested or not shown. Cut-off read from the data, not from the text of the source, unless noted: active = inhibition above about 50%; inactive = the rest.

Each structure is followed by: L major viab	PMI act	Diaph inh CS	TLR4-MyD88 BLA	PMI act hi M6P	Redox H2O2 prof	Hsp70 activator	G6PDH CS	Diaphorase act	S1P3 antag	RAM inhibit
O=C(NCCCn1ccnc1)C(=O)NCC1OCCCN1S(=O)(=O)c1ccccc1 (stereo unspecified)
 : -5.4	1	0.4	-5.7	1	-0.4	-0.1	4.8	1	10.1	0.4
Cn1c(=O)c2[nH]c(CN(Cc3ccccc3)Cc3ccccc3)nc2n(C)c1=O
 : 26.0	0.9	18.6	1.8	0.9	1.8	-0.3	2.0	0.8	-15.4	0.9
O=c1cc(-c2ccccc2)nc(N2CCN(Cc3ccccc3)CC2)[nH]1
 : 3.7	0.8	12.9	-3.0	0.8	-3.8	-0.1	-29.7	0.9	-5.3	-1.1
C#CCOCCOCCOCCNc1nc(N2CCN(C(=O)C([C@@H](C)CC)n3cc(C(N)CC(C)C)nn3)CC2)nc(N2CCN(C(=O)[C@H](CCC(=O)O)n3cc(C(N)Cc4ccc(O)cc4)nn3)CC2)n1 (stereo partly specified)
 : -4.7	1.1	1.3	1.2	1.1	-0.6	0.1	13.5	1	-7.0	-1.1
Cc1ccc(S(=O)CCNC(=O)Cc2ccccc2)cc1 (stereo unspecified)
 : -5.8	1	-2.7	-4.6	1	0.2	-0.5	4.3	1	-2.0	2.4
Cc1ccc(Nc2nc(CSc3nnc(-c4ccncc4)n3-c3ccccc3C)cs2)cc1
 : 28.5	0.8	27.5	-13.5	0.9	-0.3	-0.5	-22.1	0.7	5.4	0.3
N#CC1=C(N)N(c2ncn[nH]2)C2=C(C(=O)CCC2)C1c1ccc(F)cc1 (stereo unspecified)
 : -3.1	0.8	25.5	-7.5	0.5	-0.2	-0.4	-2.8	0.7	-11.8	2.9
CCCNCc1cc(OCC)c(OCC(N)=O)cc1Br
 : 15.9	1	-0.1	2.4	0.9	2.8	-0.1	7.2	1	-6.6	0.3
COc1ccccc1N1CCN(C(=O)CC2NC3CCCCC3NC2=O)CC1 (stereo unspecified)
 : -5.8	1	8.1	-0.6	1	2.8	-0.3	10.3	0.9	·	0.9
Cc1cccc(C)c1NC(=O)c1sc(N)nc1-c1ccccc1
 : -1.7	1.1	3.3	-20.1	1.1	1.2	-0.1	7.7	1	3.1	0.9
Fc1cccc(CN2CCN(Cc3nc(CCc4ccccc4)no3)CC2)c1
 : 79.1*	0.8	34.3	-4.6	0.9	-0.8	-0.1	9.4	0.7	-6.0	1.3
Cc1ccc(-n2nc3c(c2NC(=O)c2ccc(OC(C)C)cc2)CS(=O)C3)cc1 (stereo unspecified)
 : 6.9	1	11.0	5.2	0.9	0.2	0.2	-3.0	0.9	21.8	-0.7
Fc1ccccc1/C=C1\CCCC2=C1Nc1nnnn1C2c1ccccc1F (stereo unspecified)
 : 5.3	1	4.2	-4.0	1.1	-2.6	0.1	1.8	1	·	1.7
COC(=O)c1sc(N2CCN(c3ccc(Cl)cc3)CC2)nc1N
 : 2.0	1	13.2	-1.8	0.9	-2.4	-0.1	-5.4	0.9	-31.2	1.7
Cc1ccc(C)c(OCCCCn2cnc3ccccc3c2=O)c1
 : -0.8	1	2.1	7.1	1	-0.2	-0.4	9.5	1	·	-1.1
CCC(C)n1c(SCC(=O)NC(=O)c2cccn2C)nc2ccccc2c1=O (stereo unspecified)
 : 15.6	1	19.0	-9.6	0.9	-2.7	0.8	0.3	0.8	-4.8	2.9
Cc1ccc(OCC(=O)Nc2cccc(O)c2)cc1C
 : -3.5	1	-4.4	-8.1	1.1	-2.1	0.3	5.0	1	-25.0	-0.3
CCC(C)(C)NC(=O)c1cc(S(=O)(=O)N2CCCCC2)ccc1N1CCOCC1
 : -9.2	1	0.0	-1.8	1	-0.9	0.1	9.7	1	0.7	-0.4
Cc1cc(C)cc(NC(=O)CSc2nc3ccncc3[nH]2)c1
 : 9.0	0.9	4.8	-9.9	1	-0.8	-0.1	-3.4	1	·	-1.4
COC(OC)c1ccnc(-c2ccc(OC(=O)c3ccc(F)cc3)cc2)n1
 : -10.8	0.9	10.7	-10.4	1	0.5	-0.2	-0.1	0.9	7.0	1.6
Cn1nnnc1-c1cc(Br)ccc1NC(=O)c1ccccc1
 : -3.6	1	5.1	-16.5	1.1	0.2	-0.5	0.8	0.9	·	7.2
COc1cc2c(cc1NC(=O)C(C)OC(=O)/C=C/c1ccc(OC(F)F)cc1)oc1ccccc12 (stereo unspecified)
 : 80.5*	0.9	11.8	-2.4	0.9	3.0	-0.3	-2.3	0.9	-7.1	4.8
Cc1cccc(S(=O)(=O)NNC(=O)c2cc(-c3ccc(F)cc3)nc3ccccc23)c1
 : 6.8	1	14.7	1.3	1	-1.2	-0.3	11.3	0.9	-5.9	5.2
Cc1ccc(CS(=O)(=O)CCC(=O)NCc2ccccn2)cc1
 : -4.8	1	10.1	-20.8	1	-0.7	-0.1	-3.8	0.9	0.5	0.4
C[C@@H]1CN(Cc2nc(-c3ccc(Cl)cc3)no2)C[C@H](C)O1
 : -7.2	0.9	8.5	-2.4	0.9	-0.3	-0.3	9.5	0.9	11.7	2.9
CCCCn1c(N)c(N(CC(C)C)C(=O)CCCSc2nncs2)c(=O)[nH]c1=O
 : -7.5	1	7.5	1.7	0.9	1.6	-0.2	17.8	0.9	-2.0	0.1
O=C(NCCc1ccccc1)C1CCN(C2CCN(Cc3ccco3)CC2)CC1
 : 12.5	0.9	8.4	-2.9	0.9	0.6	-0.1	13.1	0.9	-15.4	2.0
CCn1c(/C=C2\C(=O)Nc3ccccc32)nc2ccccc2c1=O
 : 30.1	0.9	7.2	5.5	1	-0.2	-0.5	17.2	0.9	-6.7	3.0
O=C(Nc1ccccc1Cl)/C(Cl)=C(\Cl)S(=O)c1ccccc1 (stereo unspecified)
 : 100.7*	1	4.9	27.0*	1	-1.9	26.1*	1.5	1	40.8*	-0.8
COC(=O)CCNC(=O)Cn1cnc2sc3c(c2c1=O)CCCC3
 : -4.8	1.1	2.1	0.5	1.1	-1.6	0.1	2.4	1	1.7	1.0
COc1ccccc1C1CC(c2ccc(Cl)cc2Cl)Nc2nc(N)nn21 (stereo unspecified)
 : 4.4	0.9	22.9	-5.4	0.9	-0.4	0.1	-1.1	0.8	-26.9	-1.0
NC(=S)N=Nc1c(O)n(CCCl)c2ccc(Cl)cc12
 : -6.9	1	5.8	-15.3	1	-1.2	0.0	-0.7	0.9	-1.9	5.3
CC1=C(C(=O)OCCOC(C)C)C(c2cc3c(cc2Br)OCO3)C2=C(CCCC2=O)N1 (stereo unspecified)
 : 13.0	1	-3.8	3.9	1.1	2.0	-0.1	5.9	1	-23.6	-1.2
O=S(=O)(Nc1nc2ccccc2nc1Nc1ccc2c(c1)OCCO2)c1cccs1
 : 53.2*	1	33.6	-7.6	0.8	0.6	-0.2	0.1	0.7	-9.1	11.5*
Cc1nn(Cc2ccc(Cl)cc2Cl)c(C)c1NC(=O)c1nn(C)cc1Cl
 : -3.8	1	10.9	-2.1	1	-4.6	-0.2	1.4	0.9	·	3.1
COc1ccc(N2CCN(C(c3cccc(OC)c3OC)c3nnnn3C3CCCC3)CC2)cc1 (stereo unspecified)
 : 71.5*	0.7	35.1	9.3	0.9	-0.5	-0.1	-31.9	0.6	-6.0	0.4
CCOc1ccc(NC(=O)c2cc(F)c(F)cc2Cl)cc1OCC
 : -0.6	1.1	-3.9	-8.1	1.1	-0.8	-0.2	15.1	1	-11.1	2.1
CCOP(=O)(OCC)C(NC(=O)Nc1ccc(Cl)c(Cl)c1)C(N)=O (stereo unspecified)
 : 6.2	0.8	12.5	12.2	0.9	-0.1	-0.4	12.6	0.9	-15.3	1.6
CC(=O)NC1=NN(C(C)=O)C(c2ccc(C(C)C)cc2)S1 (stereo unspecified)
 : -1.4	0.9	8.7	0.2	1	-0.4	-0.4	-5.6	0.9	-18.0	0.8
CN(Cc1nc(-c2cnccn2)no1)CC(O)c1ccccc1 (stereo unspecified)
 : -2.6	0.9	7.9	-8.9	1	-1.5	-0.3	6.2	0.9	0.9	-0.4
O=C(NN1C(=O)c2ccccc2NC1c1cccnc1)c1ccc([N+](=O)[O-])cc1 (stereo unspecified)
 : 11.0	1	2.2	2.6	1	0.2	-0.6	1.5	1	-6.8	-0.6
Cc1cc(C)cc(N(C(=O)c2csnn2)C(C(=O)NC(C)(C)C)c2cccnc2)c1 (stereo unspecified)
 : -4.7	0.9	-6.2	16.1	1	0.9	-0.3	12.9	1.1	-0.4	0.9
O=C(CC1N=C2c3ccccc3N=C(SCc3ccc(F)cc3)N2C1=O)NCc1ccco1 (stereo unspecified)
 : 30.7	0.8	32.1	-2.0	0.9	1.9	-0.2	-13.7	0.7	-51.4	3.3
Cc1nc(NC2=NC(C(=O)Nc3ccc(Cl)cc3)CC(=O)N2)nc2ccccc12 (stereo unspecified)
 : -8.3	1	-12.3	-1.6	1.1	2.2	-0.5	0.1	1.1	·	1.5
O=C(Nc1nnc(C2CC2)s1)C1=NN(C2CCS(=O)(=O)C2)C(=O)CC1 (stereo unspecified)
 : -3.9	1.1	1.6	5.4	1.1	-1.5	0.3	0.7	1	-1.6	1.1
COc1cc(/C=C2/C(=O)ON=C2c2ccccc2)ccc1O
 : 87.6*	1.1	20.4	-15.6	1.1	0.2	-0.5	-24.5	0.8	4.2	0.4
C1CN=C(NC23CC4CC(CC(C4)C2)C3)C1
 : -5.6	1.1	9.8	5.7	1.1	0.9	-0.5	-1.6	0.9	5.2	1.2
CCOc1ccc(C(=O)Nc2ccc(N3CCCC3)cc2)cc1
 : 1.0	1.3	-20.1	-9.2	1.6	-3.8	0.1	-42.8	1.2	·	2.1
O=C(c1c(F)cccc1F)N(Cc1cccs1)C1CCCC1
 : 2.6	0.9	19.4	3.3	0.9	-1.4	0.1	14.7	0.8	-5.5	0.9
CC(C)(C)OC(=O)N1CCC(C(=O)O)CC1
 : -13.3	1	-0.8	5.7	1	0.0	0.3	6.4	1	-60.6	-0.6
Cc1ccc2nsnc2c1NC(=O)COc1ccccc1F
 : 3.2	1	17.0	16.5	1	-0.1	-0.2	8.5	0.8	-4.7	0.1
